# zVAD death inh = blocks zVAD induced death of L929 cells; actives 0.38% (n = 220,000); AID 1377; viability rescue, % at 10 µM; L929 zVAD necroptosis rescue, ATP luminescence, 24 h; with zVAD 60 µM;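 active = activation, scaled between plate controls, above about 75%, limit read from the data; inactive = activation under that limit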;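 note: 0% = zVAD with DMSO and 100% = DMSO alone without zVAD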
# KCC2 mod = modulators of human KCC2 chloride dependent transport; KCC2 cells, thallium flux FluoZin-2 fluorescence; B-score of Tl+ flux slope (higher = more flux/activation; lower = inhibition) at 10 µM; actives 2.2% (n = 190,000); AID 1456;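 active = thallium flux slope and its plate-corrected score both differing from the plate sample mean at a set confidence after two filtering rounds, in either direction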;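 note: slope of fluorescence scaled to starting intensity during 10 to 20 s after thallium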
# FXIIa inh = inhibitors of human coagulation factor XIIa. purified FXIIa, Boc-QGR-AMC fluorogenic substrate, 2 h. inhibition, % at 5 µM. actives 0.3% (n = 220,000); in the data active = inhibition above about 40%;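 note: 0% = enzyme with no compound and 100% = blank without enzyme; many of its hits are not listed in these tables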
# thrombin 1536 = thrombin (human) inhibition; P00734; alpha-thrombin, Boc-VPR-AMC fluorogenic substrate cleavage; inhibition, % at 5 µM; actives 0.26% (n = 220,000); AID 1046;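 active = inhibition at or above 40%; inactive = inhibition below 40%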;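 note: 0% = enzyme with no compound and 100% = wells without enzyme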
#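 Assay system: human alpha-thrombin enzyme. Reagent: Boc-VPR-AMC substrate, 15 µM final. Compound dosing: one concentration per compound, 5 µM, with 0.2% DMSO. Incubation: room-temperature reaction. Technique: AMC fluorescence, 355/460 nm. Measure: % inhibition relative to enzyme controls and enzyme-free blanks.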
# Hck Nef HTS = human Hck-Nef kinase inhibition; inhibition, % at 20 µM; Recombinant Hck-YEEI plus Nef, Z-Lyte FRET kinase assay; P08631; actives 0.68% (n = 220,000);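 active = Hck-Nef kinase inhibition above about 50%, limit read from the data; inactive = inhibition below that limit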;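 note: 0% = DMSO with Hck plus Nef and 100% = Hck alone without Nef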
# Rad51 HR inh = blocks human Rad51 in homologous recombination. Q06609. hRad51 DNA strand exchange, fluorescence dequenching. inhibition, % at 10 µM. actives 0.085% (n = 200,000);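 active = inhibition above 40% at the single screening dose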;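 note: 0% = DMSO control wells and 100% = blanks with heterologous ssDNA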
# Target sequence (Q06609 whole entry, looked up): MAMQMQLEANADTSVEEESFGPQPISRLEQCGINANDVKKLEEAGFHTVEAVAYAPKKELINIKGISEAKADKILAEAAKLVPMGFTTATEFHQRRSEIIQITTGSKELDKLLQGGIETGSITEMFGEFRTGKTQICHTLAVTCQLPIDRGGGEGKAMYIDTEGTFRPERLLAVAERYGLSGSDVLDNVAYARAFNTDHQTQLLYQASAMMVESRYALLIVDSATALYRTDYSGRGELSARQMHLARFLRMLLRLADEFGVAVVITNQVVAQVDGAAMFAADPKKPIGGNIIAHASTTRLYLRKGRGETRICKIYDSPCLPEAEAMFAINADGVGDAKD
#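 material = hRad51 filaments on single-stranded DNA | timing = filaments 15 min 37 °C, then compound 30 min | signal = FRET fluorescence dequenching, excitation 485 nm, emission 520 nm | benchmarks = control wells and blank wells on each plate | evaluation = percent inhibition relative to plate controls and blanks | compound = 10 µM final, single point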
# FXIa inh = blocks human coagulation factor XIa protease activity; actives 0.14% (n = 220,000); P03951; purified FXIa, Boc-Glu-Ala-Arg-AMC fluorogenic substrate; inhibition, % at 5 µM;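 active = inhibition of at least 40%; inactive = inhibition below 40%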;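 note: fluorescence of freed AMC excited at 355 nm; 0% = enzyme without compound and 100% = no enzyme blank; many of its hits are not listed in these tables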
# Target sequence (P03951 19-387 limits assumed): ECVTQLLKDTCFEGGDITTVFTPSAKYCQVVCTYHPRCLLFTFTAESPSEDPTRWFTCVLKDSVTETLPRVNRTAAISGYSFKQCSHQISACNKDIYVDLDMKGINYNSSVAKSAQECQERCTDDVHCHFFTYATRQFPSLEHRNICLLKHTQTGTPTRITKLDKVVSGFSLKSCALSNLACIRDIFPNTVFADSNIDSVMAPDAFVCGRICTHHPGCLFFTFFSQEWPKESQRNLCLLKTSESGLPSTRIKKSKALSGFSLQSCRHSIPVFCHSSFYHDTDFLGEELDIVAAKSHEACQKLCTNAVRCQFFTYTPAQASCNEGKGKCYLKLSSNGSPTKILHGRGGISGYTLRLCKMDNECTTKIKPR
# Target sequence (P03951 388-625 limits assumed): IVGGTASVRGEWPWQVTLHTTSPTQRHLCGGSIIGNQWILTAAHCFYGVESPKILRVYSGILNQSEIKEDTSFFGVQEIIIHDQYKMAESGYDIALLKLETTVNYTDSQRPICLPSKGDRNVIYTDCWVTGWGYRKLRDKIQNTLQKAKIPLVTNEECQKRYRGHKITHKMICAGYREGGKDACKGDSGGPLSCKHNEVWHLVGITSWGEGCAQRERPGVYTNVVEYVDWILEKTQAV
# KLK5 inh = kallikrein 5 (human) inhibition; inhibition, % at 5 µM; recombinant hK5, fluorogenic AMC substrate cleavage; actives 0.59% (n = 210,000);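 active = inhibition of 40% or more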;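 note: 0% = enzyme controls without compound and 100% = no-enzyme blanks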
# TNF necrop inh = blocks TNF-alpha induced death of Jurkat FADD-/- cells | actives 0.068% (n = 220,000) | Jurkat FADD-/- TNF necroptosis rescue, ATP luminescence, 24 h; 0 = TNF only, 100 = no-TNF cells | AID 463075 | activation (protection from cell death), % at 10 µM;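 active = activation, meaning protection from cell death, of at least 50% relative to plate controls; inactive = activation below 50%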;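 note: necroptosis triggered by 40 ng/mL TNF-alpha added together with compound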
# * hit, by the source's call; x = not tested or not shown. Only part of the results is shown. The share of hits here may be higher or lower than overall.
# Sample of the layout:
SMILES,zVAD death inh,KCC2 mod,FXIIa inh,thrombin 1536,Hck Nef HTS,Rad51 HR inh,FXIa inh,KLK5 inh,TNF necrop inh
CC1(C)CC(=O)c2cnc(NC(=O)c3ccco3)nc2C1,-0.2,-0.79,-13,0,0,-5,-13,-12,-2.3
O=C(O)CSc1sc(=S)sc1SCC(=O)O,0.3,0.28,13,2,1,-4,0,-5,1.1
O=C(NCCc1ccc(F)cc1)c1cccs1,0.3,-3.6,2,-3,6,-1,-7,-7,-0.9
CC1CN(c2nnnn2-c2ccccc2)CC(C)O1 (stereo unspecified),-2.4,-0.021,17,24,-3,6,-3,67*,0.2
COc1ccc(N2CCN(Cc3nc4scc(-c5cccs5)c4c(=O)[nH]3)CC2)cc1,2.4,-0.43,11,-22,15,-6,-8,-2,0.2
COc1ccc(NC(=O)Cc2c(C(=O)O)n(C)c3ccccc23)cc1OC,0.5,0.44,10,-1,13,x,0,19,-0.1

# The list itself, previewed entries included:
SMILES,zVAD death inh,KCC2 mod,FXIIa inh,thrombin 1536,Hck Nef HTS,Rad51 HR inh,FXIa inh,KLK5 inh,TNF necrop inh
CC1(C)CC(=O)c2cnc(NC(=O)c3ccco3)nc2C1,-0.2,-0.79,-13,0,0,-5,-13,-12,-2.3
O=C(O)CSc1sc(=S)sc1SCC(=O)O,0.3,0.28,13,2,1,-4,0,-5,1.1
O=C(NCCc1ccc(F)cc1)c1cccs1,0.3,-3.6,2,-3,6,-1,-7,-7,-0.9
CC1CN(c2nnnn2-c2ccccc2)CC(C)O1 (stereo unspecified),-2.4,-0.021,17,24,-3,6,-3,67*,0.2
COc1ccc(N2CCN(Cc3nc4scc(-c5cccs5)c4c(=O)[nH]3)CC2)cc1,2.4,-0.43,11,-22,15,-6,-8,-2,0.2
COc1ccc(NC(=O)Cc2c(C(=O)O)n(C)c3ccccc23)cc1OC,0.5,0.44,10,-1,13,x,0,19,-0.1
C/C(=N\NC(=O)c1cccc(Cl)c1)c1cccc(NC(=O)c2ccco2)c1,2.1,-0.87,14,-2,-1,-1,2,-5,-2.8
O=C(Cn1cncn1)c1ccccc1,-0.2,-0.89,10,-4,16,x,0,-1,1.5
CC(=O)NC1CCN(C(=O)N2CCCC2)CC1,-0.5,0.7,9,0,-1,3,7,-9,-0.1
O=C(O)c1sc2ncccc2c1OCc1ccccc1,0.4,0.35,2,-6,7,5,-3,-9,-0.7
CCOc1cc(C2CC(=O)c3c(ccc4ccccc34)N2)ccc1O (stereo unspecified),0.7,-0.079,2,-7,2,-9,-4,5,-7.8
CC(=O)c1sc2nc(SCC(=O)N3CCCCC3)[nH]c(=O)c2c1C,0.6,0.84,20,-3,11,0,17,-9,-0.8
CC(=O)c1c(C)[nH]c(C(=O)CSc2nnc(-c3cccs3)n2Cc2ccccc2)c1C,-0.1,-0.76,21,1,4,x,7,8,-2.6
CC(=O)c1ccc(O)c(CSC2=NCCS2)c1,-0.6,0.063,26,67*,13,2,27,34,0.3
O=C(CCC(=O)N1CCN(S(=O)(=O)c2ccccc2)CC1)NC1CCCc2ccccc21 (stereo unspecified),0.4,0.52,6,-4,4,-12,-26,4,-1.8
Cc1ccc(-c2nc(-c3cccnc3)sc2CC(=O)Nc2ccc3nc(C)sc3c2)cc1,0.2,0.051,4,-8,9,0,-1,-16,-0.7
O=C(/C=C/c1ccccc1)Nc1ccc2c(c1)OCCO2,36,-2.3,8,-4,20,1,-2,1,-0.3
Nc1c(S(=O)(=O)c2ccccc2)cnc2c(-c3ccc(F)cc3)cnn12,-0.1,x,23,1,0,0,17,3,-1.1
C=CCNc1nc(N(c2ccccc2)c2ccccc2)nc(-n2ccnc2)n1,-0.1,0.014,14,-1,2,-5,4,9,-6.8
COc1ccc(S(=O)(=O)Nc2ccc(N(C)C(C)=O)cc2)cc1,0.4,0.23,11,3,-2,-9,-2,-3,1.1
C/C(Cl)=C/Cn1c(SC(C)C)nc2c1c(=O)[nH]c(=O)n2C,0.9,-0.93,1,1,1,-9,-4,-1,-3.5
COc1ccc(N(CC(=O)Nc2ccc(F)cc2)S(=O)(=O)c2ccccc2[N+](=O)[O-])c(OC)c1,0.6,-0.57,6,-17,18,9,2,-2,1.8
Cc1c(C(=O)N2CCN(C)CC2)oc2ccc(S(=O)(=O)N3CCOCC3)cc12,0.5,0.32,10,-4,-12,-1,-2,-21,0.5
Cn1c(SCC(=O)NCCc2ccccc2)nnc1-c1ccco1,0.0,-0.23,13,2,1,-1,5,-5,-0.8
Cc1cccc(NC(=O)c2ccc([N+](=O)[O-])cc2Cl)n1,2.1,-0.047,12,-2,2,-1,-3,-4,1.7
O=C(CSc1nnnn1-c1ccccc1)Nc1ccc(N2CCOCC2)cc1,1.3,-0.078,28,14,-2,-4,30,20,-0.2
Cc1cc(N2CCN(Cc3ccccc3)CC2)n2nc(C)c(-c3ccccc3)c2n1,-0.5,-0.032,9,2,-1,2,-4,-23,0.8
Cc1ccc(-c2nc(NC(=O)c3nn(C)cc3[N+](=O)[O-])sc2C)cc1,22,-0.074,14,4,3,3,7,-1,-16
Cc1ccc(S(=O)(=O)N2CCCCC2)cc1NC(=O)CSCC(=O)O,-0.5,2.2,7,0,24,0,1,2,0.2
COc1ccccc1NS(=O)(=O)c1cc(NC(=O)Cn2cnc3c2c(=O)n(C)c(=O)n3C)ccc1C,0.2,-0.5,8,-4,1,10,2,-11,1.5
Cc1nn(-c2cccc([N+](=O)[O-])c2)c(N)c1-c1ccccc1,1.1,-0.82,12,-4,16,0,0,-6,2.8
Cn1c(Cl)cnc1C1CC(=O)c2cc(Cl)ccc2O1 (stereo unspecified),2.7,x,19,5,2,3,1,-2,-9.7
CCN1CCN(c2cc(C)c3cc(NC(=S)N4CCN(c5ccc(F)cc5)CC4)ccc3n2)CC1,15,0.53,8,-5,3,-2,-8,-2,-12
CCN(C(=O)C1CCCN1S(=O)(=O)c1cccc2nsnc12)c1ccccc1 (stereo unspecified),-1.0,-0.069,5,-7,16,3,-4,-4,3.2
COc1cccc(C(=O)NC(=O)Nc2cc(C)[nH]n2)c1,0.1,0.3,7,-1,29,12,-1,-1,6.9
CCN(C(=O)COC(=O)c1cccnc1Nc1ccccc1F)C1CCS(=O)(=O)C1 (stereo unspecified),0.4,2,3,-1,4,x,0,-7,1.2
COc1ccc(C2NC(=O)NC(C)=C2[N+](=O)[O-])cc1OC (stereo unspecified),1.4,-0.13,7,-7,0,-11,2,-5,0.8
Cc1cc(C)cc(NC(=O)CCCSc2nc3ccccc3[nH]2)c1,0.3,x,12,-3,2,10,3,-9,2.1
Cc1cc(C)c(S(=O)(=O)c2ccccc2)c(OC(=O)c2c(F)cccc2Cl)n1,0.1,-0.34,-6,-4,-2,0,6,-12,-1.6
CC(C)(C)n1nnnc1CN1C2CCC1CC(NC(=O)Nc1ccccc1)C2 (stereo unspecified),4.1,x,13,-7,0,2,-2,-5,-0.3
CN(C)S(=O)(=O)c1ccc(Cl)c(NC(=O)CSc2nc3ccccc3c(=O)n2CCCN2CCOCC2)c1,0.7,-0.061,6,-3,1,-2,7,-2,4.9
O=C(CCc1ccccc1)NNC(=O)c1ccc(F)cc1,0.0,0.038,10,-2,17,7,0,-5,-0.2
CC(C)(C)S(=O)(=O)c1ccc(S(=O)(=O)C(C)(C)C)s1,0.3,0.0068,1,0,-12,13,0,-6,1.0
CCCCNC(=S)NNC(=O)c1ccncc1,0.4,-0.33,4,-8,3,1,-3,-3,-2.9
Cc1ccc(NC(=O)c2cc(-n3cnnc3)ccc2Cl)cc1,0.1,0.27,8,0,7,1,-1,-13,-1.9
O=C(CSc1ncc(C(F)(F)F)cc1Cl)N1CCN(S(=O)(=O)c2ccc(Cl)cc2)CC1,-0.9,1.3,6,-4,1,x,2,-17,-1.1
CC(=O)Nc1ccc(/C=N\NC(=O)CNS(=O)(=O)c2ccc([N+](=O)[O-])cc2)cc1,0.2,1.9,5,-4,26,-1,-1,-2,-0.1
O=C(COc1ccc(S(=O)(=O)NCc2ccccc2)cc1)NCC1CCCO1 (stereo unspecified),0.0,x,19,2,2,1,2,-10,-2.4
Cc1ccc(S(=O)(=O)CCC(=O)NCc2ccco2)cc1,0.1,-0.05,12,-3,8,0,-1,-6,-0.7
CSCC[C@@H](Nc1nc(-c2ccccc2)nc2c1oc1ccccc12)C(=O)O,0.1,-2.2,7,2,-1,4,0,9,-0.4
CC1CCN(c2c(NCc3ccc(C(=O)NCc4cccnc4)cc3)c(=O)c2=O)CC1,0.1,-0.1,11,-3,2,3,8,-7,2.5
COc1cccc(C(c2nnnn2CC2CCCO2)N2CCN(C(=O)c3ccco3)CC2)c1OC (stereo unspecified),1.4,0.19,2,-2,0,10,-3,-8,0.3
O=P(O)(O)c1ccccc1OCCOCCOc1ccccc1P(=O)(O)O,2.3,0.62,5,-5,-11,-9,4,2,1.6
CCCCN(C(=O)CSc1nnnn1C)c1c(N)n(Cc2ccccc2)c(=O)[nH]c1=O,1.0,0.28,6,-5,11,15,-2,0,0.5
Cc1ccc(C(=O)Nc2ccnc(-c3cccnc3)n2)cc1,1.3,0.5,11,x,36,-8,5,2,-0.8
O=C(N1CCOCC1)C12CC3CC(C1)CC(n1cnc(Cl)n1)(C3)C2,1.3,0.96,9,-2,5,x,3,-16,-0.2
CCCCc1cc(=O)oc2cc(OS(C)(=O)=O)ccc12,x,0.12,8,-3,4,7,9,8,-1.4
Cc1cccc(NC(=O)CCOc2ccccc2)c1,0.3,x,9,-5,-18,-2,-6,-6,0.2
O=C1CC(/C=C/c2ccco2)=Nc2ccccc2N1,-0.2,0.12,3,-2,3,-35,-7,-3,-9.7
Cc1cccc(C(=O)NC(=S)N2CCN(c3ccc([N+](=O)[O-])cc3)CC2)c1,0.2,1.3,14,-2,5,-3,7,-21,0.3
# Continued.
SMILES,zVAD death inh,KCC2 mod,FXIIa inh,thrombin 1536,Hck Nef HTS,Rad51 HR inh,FXIa inh,KLK5 inh,TNF necrop inh
N#CCSc1nnc(-c2ccccc2O)n1CCc1ccccc1,0.8,-0.84,14,-2,1,-2,6,-8,0.3
C/C(CC(=O)Nc1ccc(Cl)cc1)=N\NC(=O)C(=O)NCCO,0.8,0.31,7,-1,3,20,0,-8,0.9
N#C/C(=C\C1CC2C=CC1C2)c1nc2ccccc2[nH]1 (stereo unspecified),0.3,0.015,-1,-3,-10,-9,-3,-2,-5.0
CCOCCCNC(=O)/C(C#N)=C/c1ccc(C)o1,2.4,0.62,7,-3,15,4,-2,2,0.6
CCOC(=O)N1CCN(C(=O)CSc2nc3c(cnn3-c3ccccc3)c(=O)[nH]2)CC1,-0.1,0.015,1,-3,2,0,-5,-12,-0.4
CC(C)(C)NC(=O)CSc1nc(N)c(-c2ccccc2)c(=O)[nH]1,9.2,0.18,1,-7,19,3,-4,0,0.8
Cc1ccc(S(=O)(=O)N2CCC(=O)N(C(COCc3ccc(C(F)(F)F)cc3)Cc3ccccc3)CC2)cc1 (stereo unspecified),0.2,1.7,27,0,-4,9,18,-8,1.3
COc1ccc2c(c1)c1nnc(SCC(=O)N3CCCCC3C)nc1n2C (stereo unspecified),0.0,-1.5,23,-2,0,-8,6,-1,-4.6

# Screening data as filed in PubChem BioAssay.
